# mIAP activ: increases mouse intestinal alkaline phosphatase activity; AID 2805; activation factor at 10 µM; actives 0.24% (n = 330,000); muIAP, CDP-Star luminescence, 30 min; active compounds read high; 1 = vehicle-only enzyme signal, 0 = enzyme-free wells;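 active means activation factor of at least 2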; further: the source names both 10 and 20 µM as test concentration; values of inactives mirror those of a sister screen read the other way
#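 System: Mouse IAP enzyme | Also added: CDP-Star substrate | Dosing: Compounds dispensed in DMSO | Schedule: 30 min enzyme-substrate-compound incubation at room temperature | Technique: Chemiluminescence readout | Control set: DMSO-only wells and no-enzyme negative control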
# hIAP inh: human IAP inhibition | inhibition, % at 10 µM | P09923 | AID 2544 | purified IAP, CDP-Star luminescence, 30 min | actives 0.12% (n = 330,000);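 active means inhibition reaching a set limit with compound at 10 µM in the primary screen, cut at about 35% in these data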;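 further: plate controls were DMSO wells with enzyme for no effect and no-enzyme buffer wells for full effect; values of inactives mirror those of a sister screen read the other way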
# mIAP block: blocks mouse intestinal alkaline phosphatase | actives 0.2% (n = 330,000) | inhibition, % at 10 µM | purified mouse IAP, CDP-Star luminescence, 30 min;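 active means inhibition of at least 40% at 10 µM in the primary screen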;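 further: plate controls were DMSO with enzyme for no effect and no enzyme wells for full effect; values of inactives mirror those of a sister screen read the other way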
# hIAP activ: increases human intestinal alkaline phosphatase activity. purified human IAP, CDP-Star luminescence, 30 min; active compounds read high; 1 = vehicle-only enzyme, 0 = enzyme-free background. activation factor at 10 µM. actives 0.16% (n = 330,000);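 active means activation factor of the enzyme at least 2-fold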; further: the source names both 10 and 20 µM as test concentration; values of inactives mirror those of a sister screen read the other way
# PfG6PD inh: PfG6PD (Plasmodium falciparum) enzyme inhibition | AID 504690 | PfGluPho enzyme, NADPH resazurin-diaphorase fluorescence | actives 0.78% (n = 350,000) | inhibition, % at 20 µM;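 active means inhibition reaching at least a set limit at 20 µM in the primary screen, cut at about 59% in these data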;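 further: 0% = DMSO wells with substrate and 100% = DMSO wells lacking glucose-6-phosphate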
# APOBEC3A inh: inhibitors of human APOBEC3A DNA deaminase. P31941. inhibition, % at 20 µM. actives 0.41% (n = 330,000). recombinant A3A, FAM/TAMRA ssDNA deamination fluorescence;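 active means at least 40% inhibition at 20 µM here, with at most 30% in a related deaminase screen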;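 further: plate controls were A3A with DMSO for no effect and wells lacking A3A enzyme for full effect; some results filed as inactive read as strong as hits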
# Target sequence (P31941 whole entry, looked up): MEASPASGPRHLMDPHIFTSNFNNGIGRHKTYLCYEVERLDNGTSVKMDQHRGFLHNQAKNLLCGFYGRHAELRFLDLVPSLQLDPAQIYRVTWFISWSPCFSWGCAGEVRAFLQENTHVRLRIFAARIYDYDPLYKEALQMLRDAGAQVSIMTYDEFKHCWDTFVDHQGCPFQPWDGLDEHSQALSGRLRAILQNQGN
# HKDC1 inh: inhibitors of human hexokinase HKDC1 | Q2TB90 | AID 493160 | recombinant HKDC1, G6PDH/diaphorase resazurin coupled fluorescence | inhibition, % at 20 µM | actives 0.16% (n = 340,000);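 active means inhibition above about 35% when tested at 20 µM, limit read from the data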;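 further: plate controls were DMSO wells with enzyme for no effect and DMSO wells lacking enzyme for full effect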
#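 Assay system – recombinant HKDC1 (HK5) hexokinase enzyme, produced in-house · Input – HKDC1 at 5 µg/mL · Reagent – glucose plus 1 mM ATP as hexokinase substrates · Timing – 90 min reaction incubation at room temperature, dark · Measured by – G6PDH/diaphorase-coupled fluorescence, 1 mM NADP, 100 µM resazurin, 525/613 nm · Benchmarks – DMSO-enzyme wells negative, buffer-substituted wells positive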
# ATG4B inh: ATG4B (human) cysteine protease inhibition. inhibition, % at 8.33 µM. actives 0.51% (n = 340,000). AID 504462. ATG4B cleavage of LC3-PLA2, NBD-HPC fluorescence, 1 h; in the data active means inhibition above about 40%
# Target sequence (Q9Y4P1 whole entry, looked up): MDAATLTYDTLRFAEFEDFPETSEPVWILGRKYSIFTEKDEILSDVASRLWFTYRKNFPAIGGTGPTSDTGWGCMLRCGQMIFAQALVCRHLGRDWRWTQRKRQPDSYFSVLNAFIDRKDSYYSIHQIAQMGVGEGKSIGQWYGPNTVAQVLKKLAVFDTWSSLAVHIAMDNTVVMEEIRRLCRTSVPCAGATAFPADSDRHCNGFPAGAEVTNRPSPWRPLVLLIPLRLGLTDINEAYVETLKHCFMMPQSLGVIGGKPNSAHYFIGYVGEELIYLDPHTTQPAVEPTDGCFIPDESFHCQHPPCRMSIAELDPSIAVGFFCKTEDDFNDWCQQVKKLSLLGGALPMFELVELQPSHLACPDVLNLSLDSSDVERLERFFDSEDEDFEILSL
# The depositor's hits bear a star.
SMILES,mIAP activ,hIAP inh,mIAP block,hIAP activ,PfG6PD inh,APOBEC3A inh,HKDC1 inh,ATG4B inh
COc1cc(/C=C2\C(=N)N3N=C(S(C)(=O)=O)SC3=NC2=O)cc(OC)c1OCCOc1ccccc1C,1,16,-1,0.84,-7,3,0,77*
COc1ccc(C(=O)NC2CC2)cc1OC1CCN(Cc2ccc(F)cc2Cl)CC1,1,-46,-4,1.5,-12,-3,-2,-7
CC(CN1CCCCC1)OC(=O)C(C)(c1ccccc1)c1ccccc1 (configuration not stated),1.1,-12,-6,1.1,-11,-1,-1,0
Cc1ccc(C(=O)c2oc3ccc(Cl)cc3c2NC(=O)CN2CCN(C)CC2)cc1,0.93,3,7,0.97,30,-2,0,-23
COc1cccc(CN2CCNC(=O)C2CC(=O)N2CCCCO2)c1OC (configuration not stated),1,-8,-1,1.1,11,2,13,-8
O=C(C1CCC1)N1CCc2cc(S(=O)(=O)NC3CCCc4ccccc43)ccc21 (configuration not stated),1,14,-2,0.86,-6,3,-6,23
COc1ccc(S(=O)(=O)N2CCCCC2)cc1NC(=O)COc1ccccc1,1,-2,-2,1,1,-1,2,2
COCCn1c(C)cc(C(=O)COC(=O)c2cccnc2SC)c1C,1.2,-30,-15,1.3,7,-2,-9,-8
Cc1ccc(Cl)cc1NC(=O)CN1CCN(C(=O)C2CCCO2)CC1 (configuration not stated),1,-40,-1,1.4,-2,2,-5,3
O=C(NC1CC2CCCC(C1)N2C(=O)Nc1ccccc1Cl)C1CC1 (configuration not stated),1,0,0,1,-5,0,-8,1
CC(=O)c1cccc(NC(=O)CCn2c(=S)oc3ccccc32)c1,0.96,1,4,0.99,10,-1,-2,-1
COc1ccc(N=Cc2oc3ccc4ccccc4c3c2O)cc1,1,7,-4,0.93,31,-5,3,-12
CCOc1cnc(-c2ccccc2F)o1,0.98,1,2,0.99,-19,2,9,10
CSc1ccccc1C(=O)N(C)C(c1ccccc1)c1ccccc1,1,-4,-3,1,-23,3,2,11
COc1ccc(/C=C/C(=O)Nn2cnnc2)cc1,0.99,3,1,0.97,2,1,-13,0
Cc1csc(N(C)C(=O)CSc2nnc(COc3cccc4ccccc34)o2)n1,0.96,-3,4,1,19,0,10,-23
COc1ccccc1-c1noc(Cn2cc(S(=O)(=O)N3CCCC3)ccc2=O)n1,1,-20,-4,1.2,-7,-2,-3,-64
Cc1c(NC(=O)C(C)OC(=O)c2c3c(nc4ccccc24)CCC3)c(=O)n(-c2ccccc2)n1C (configuration not stated),1,5,-4,0.95,29,15,-12,-10
COc1ccc(/C=C/C(=O)N(C)CC(=O)Nc2cccc(F)c2)cc1S(=O)(=O)N1CCCCC1,0.92,1,8,0.99,13,4,-4,-11
CNC(=O)c1c(Br)cnn1-c1ccc(C)cc1,1.1,10,-7,0.9,22,-1,-4,0
Cc1ccc(C(=O)Nc2cccnc2)cc1Cl,1,-16,0,1.2,2,2,-4,5
CCOC(=O)/C=C1\CN(Cc2ccc(OC)cc2)S(=O)(=O)c2ccccc21,1,-5,-4,1,-3,2,-2,1
CC(=O)Oc1ccc(C(=O)Nc2cccc(NC(=O)c3ccco3)c2)cc1,0.95,-8,5,1.1,7,-1,-2,5
COc1ccc(S(=O)(=O)N2CCC3(CC2)CC(=O)c2ccccc2O3)cc1,1.1,-4,-8,1,17,-3,-2,0
S=c1[nH]nc(-c2cc(-c3ccccc3)n[nH]2)n1/N=C/c1c2ccccc2cc2ccccc12,0.97,-2,3,1,59*,-5,10,-7

# Going on with the list:
SMILES,mIAP activ,hIAP inh,mIAP block,hIAP activ,PfG6PD inh,APOBEC3A inh,HKDC1 inh,ATG4B inh
COc1ccc(-n2nnnc2SCc2nc(N)nc(N3CCOCC3)n2)cc1,0.98,-15,2,1.2,-10,1,-6,0
COc1ccc([N+](=O)[O-])cc1C1NN=C(c2ccccc2O)S1 (configuration not stated),0.85,13,15,0.87,1,-4,-24,-12
COC(=O)CC(N)c1ccc(Br)cc1 (configuration not stated),1.1,-11,-5,1.1,-5,-2,8,-3
COCCNC(=S)N/N=C(\C)c1ccc(Cl)c(Cl)c1Cl,0.92,-12,8,1.1,22,9,-2,0
O=C(O)c1ccc(CNCc2cccc(Cl)c2Cl)cc1,1.1,6,-8,0.94,-26,-5,-1,5
CC1CCN(C(=O)CNC(=O)CNS(=O)(=O)c2ccccc2)CC1,1,-9,-2,1.1,8,-6,-4,1
O=C(CCCNS(=O)(=O)c1cccc2nsnc12)NCc1ccc(F)cc1,0.96,-88,4,1.9,-8,-3,-5,-5
CC(=O)Nc1c(C(=O)N2CCCCCC2)cnn1-c1ccccc1,0.98,-11,2,1.1,-12,-6,4,12
CCC(Sc1nnc(C)c(=O)[nH]1)C(=O)Nc1cccc2ccccc12 (configuration not stated),0.93,-8,7,1.1,-9,0,12,2
C/C(=N/NC(=O)CNC(=O)c1cccs1)c1ccc(Cl)cc1,1,-21,-3,1.2,-11,-3,-3,-13
CC1(c2nnc(-c3cccc(Cl)c3)o2)CC(c2ccccc2Br)=NO1 (configuration not stated),0.93,29,7,0.71,5,-1,0,6
Cn1cc(C(=O)N2CCc3ccccc32)cn1,0.87,-111,13,2.1*,-8,2,1,5
O=C(NCc1ccc(OC(F)(F)F)cc1)c1cccc2c1C(=O)c1ccc(N3CCCCC3)cc1S2(=O)=O,0.86,-2,14,1,-20,-7,-5,3
CCOCCCNC(=O)CCc1nnc2n(CCC(C)C)c(=O)c3ccccc3n12,0.93,8,7,0.92,6,-1,-2,-3
Cc1noc(C)c1CSCC(=O)Nc1cc(S(=O)(=O)N2CCCCC2)ccc1OC(C)C,1,-12,-1,1.1,7,4,1,-10
COc1ccccc1N1CCN(c2ccc([N+](=O)[O-])nc2)CC1,0.9,4,10,0.96,-4,0,-1,3
COc1ccc(C2CC(=O)Oc3ccc(C(C)(C)C)cc32)cc1 (configuration not stated),1.1,7,-5,0.93,2,2,1,2
Cc1ccc2c(c1)nnn2C1CCN(CC(=O)c2ccc(Cl)cc2)CC1,0.94,-2,6,1,22,-5,1,-9
O=C(Nc1ccccc1)C1C2/C=C\CCCCC21 (configuration not stated),1,-4,-2,1,4,-2,-11,9
O=C1CCCc2c1nc(-c1ccco1)n2O,1.1,3,-14,0.97,0,-1,4,-7
CCN(CC(=O)Nc1c(F)cccc1F)C(=O)CCc1ccc(OC)cc1,1.1,-13,-7,1.1,1,-2,-13,-3
Cc1ccc(/C=N/NC(=O)C(O)c2ccccc2)o1 (configuration not stated),0.96,13,4,0.87,-11,-1,1,-6
O=C(Nc1ccccc1)c1cn2ccccc2n1,0.94,-7,6,1.1,9,-1,4,-3
COc1ccc(NC(=O)c2cccc(N3C(=O)C4C5C=CC(C5)C4C3=O)c2)cc1 (configuration not stated),0.96,-13,4,1.1,5,-4,-5,2
COc1ccc(C(C)(C)C)cc1NC(=O)COC(=O)CSCc1c(C)noc1C,1.1,1,-6,0.99,12,-2,0,-5

# Following part:
SMILES,mIAP activ,hIAP inh,mIAP block,hIAP activ,PfG6PD inh,APOBEC3A inh,HKDC1 inh,ATG4B inh
Cc1ccc(N/N=C(\C#N)C(N)=S)cc1C,0.86,24,14,0.76,4,-3,-1,-3
Cc1ccccc1Nc1nc(N)nc(COC(=O)c2c(C)noc2C)n1,0.94,-8,6,1.1,6,-2,-6,0
CN1C(=O)CSC1=Nc1cccc(Cl)c1,1.1,6,-6,0.94,11,-4,0,-3
NC(=O)NC(=O)C[n+]1cccc(/C=N/O)c1,0.95,-18,5,1.2,0,0,-12,-12
Cc1onc(-c2ccccc2)c1C(=O)NCC1CCN(C(=O)c2c(-c3ccccc3)noc2C)CC1,0.94,12,6,0.88,-15,-1,-6,-10
COc1cc([N+](=O)[O-])c2ncsc2c1,0.95,9,4,0.91,-2,-4,12,6
CCOc1ncccc1C(=O)N(C)CC1COc2ccccc2O1 (configuration not stated),1,-7,0,1.1,-12,-2,-2,0
O=C(CCNc1cccc(Cl)c1)c1cccs1,0.93,-20,7,1.2,6,-4,3,12
O=C(O)Cc1n[nH]c(=O)c2ccccc12,1,-9,0,1.1,-12,-4,10,2
Cc1ccc(Cn2c(NCCc3ccccc3)nc3c2c(=O)n(C)c(=O)n3C)cc1,1.3,-16,-25,1.2,22,-3,7,3
Nc1nnc(SCC(=O)Nc2cccc(S(N)(=O)=O)c2)s1,0.86,-11,14,1.1,-3,3,-2,-2
CC(=O)c1cccc(N(CC(=O)Nc2ccccc2C(=O)N2CCCC2)S(C)(=O)=O)c1,1,-16,0,1.2,1,-1,-3,-7
COc1ccc(NC(=O)N(Cc2ccc(C)cc2)Cc2cccnc2)c(OC)c1,0.87,6,13,0.94,8,1,-1,1
CC1=C(C(=O)NC2CC(C)(C)Cc3c2cnn3-c2ccc(C)cc2)OCCO1 (configuration not stated),1,-10,0,1.1,3,-5,-4,0
CCC(CO)Oc1cc(NC(=O)c2cccc(OC)c2)c2ncn(C(C)C)c2c1 (configuration not stated),1.2,2,-16,0.98,43,-1,25,-10
Cc1cc(-c2nn(-c3ccccc3F)cc2CN2CCN(c3ccccn3)CC2)c(C)s1,1,8,-2,0.92,26,2,2,2
O=C(C1CC(=O)N(c2ccc(Cl)cc2)C1)N1CCOCC1 (configuration not stated),1,8,-4,0.92,-14,2,-7,3
CCOC(=O)N1CCN(c2c(NCC3CCN(Cc4cccc(C)c4)CC3)c(=O)c2=O)CC1,0.99,6,1,0.94,13,-2,-6,-15
O=C(NCC(F)(F)F)Nc1cccnc1,1.1,54*,-11,0.46,-20,-2,-3,2
O=C(NC(c1ccccc1)c1ccccc1)c1ccc(CO)cc1,1.1,-17,-5,1.2,-1,22,-1,-5
COc1ccc(C2=NN(C(=O)CSc3nnc(C)c(=O)n3N)C(c3ccco3)C2)cc1 (configuration not stated),1,-7,-2,1.1,12,-4,2,-4
CCn1c(SC/C=C/c2ccccc2)nnc1-c1cccs1,1,-3,-3,1,1,-4,-10,0
CC(Nc1ccccc1)c1cc(Cl)ccc1O (configuration not stated),0.94,-15,6,1.1,4,-2,1,-6
O=C(CN1CCN(S(=O)(=O)c2ccc(Cl)cc2)CC1)N1CCCC1,0.98,12,2,0.88,0,0,-3,-1
CCOC(=O)C(C)Oc1c(C(=O)OC)sc2ncccc12 (configuration not stated),1.1,2,-6,0.98,8,-7,-2,15
Cc1ccc(Cn2c(C(=O)O)cc3sccc32)cc1,0.89,-1,11,1,-14,-4,-10,5
CCC(C)(C)n1nnnc1C(c1ccncc1)N1CCN(c2cccc(OC)c2)CC1 (configuration not stated),0.92,22,8,0.78,4,-4,0,4
COC(=O)Cn1c(N)[n+](Cc2ccccc2)c2ccccc21,0.96,12,4,0.88,-1,3,0,0

# Source: PubChem (Sanford-Burnham Center for Chemical Genomics)
